Screening data: PubChem BioAssay, several laboratories
CHRM5 PAM = human M5 muscarinic receptor positive allosteric modulators, primary screen, CHO-K1 cells, Fluo-8 calcium fluorescence | Muscarinic acetylcholine receptor M5 (Homo sapiens), P08912 | CHO-K1 hM5, ACh EC20 PAM; 0% = ACh EC20, 100% = ACh EC100 | activation, % at 3 µM | 360,000 compounds, 0.3% hits | AID 624038, 2012;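 active = activation above the run cutoff, the mean activation of all test compounds plus 3 SD, cut at about 18% in these data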
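System – CHO-K1 hM5 cells · Compound – 3 µM, single dose · Incubation – compound preincubation 140 s before EC20 acetylcholine addition · Technique – Fluo-8 calcium fluorescence · Measure – Max/basal fluorescence ratio as % of EC20–EC100 ACh window · Benchmarks – low control EC20 acetylcholine (0%), high control EC100 acetylcholine (100%) · Replication – singlicate, one well per test compound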
M5 ag = human M5 muscarinic receptor agonists, primary screen, CHO-K1 cells, Fluo-8 calcium fluorescence | Muscarinic acetylcholine receptor M5 (Homo sapiens), P08912 | CHO-K1 hM5 cells; 0% DMSO wells, 100% maximal acetylcholine response | activation, % at 3 µM | 360,000 compounds, 0.19% hits | AID 624037, 2012;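 active = activation above the run's mean over test compounds plus 3 SD, cut at about 23% in these data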;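 note: signal is peak over basal fluorescence ratio across the kinetic read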
CRFBP-R2 agonist = agonists of CRF-BP/CRF-R2 complex, primary screen, cell-based, HEK293, calcium dye fluorescence, uHTS | calcium dye fluorescence (FLIPR); percent of saturating CRF peptide response | 350,000 compounds, 0.46% hits | activation, % at 13.2 µM | CRF-binding protein / CRF receptor 2 complex (human);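 active = activation of at least 50%, plus an integration ratio under a set limit after plate pattern correction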;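 note: plate controls were neutral control wells without compound for no effect and CRF at EC100 for full effect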
M5 antag = human M5 muscarinic receptor antagonists, primary screen, CHO cells, Fluo-8 calcium fluorescence; Muscarinic acetylcholine receptor M5 (Homo sapiens), P08912; CHO-hM5 cells, ACh EC80; inhibition, % at 3 µM; 360,000 compounds, 0.59% hits;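 active = inhibition above a per-plate cutoff, the mean of that plate's test compounds plus 3 SD, cut at about 27% in these data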;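 note: 0% = acetylcholine EC80 with DMSO and 100% = DMSO without agonist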
IDE inh = human IDE inhibitors in live cells, primary screen, fluorescence polarization, HEK cells, FAbetaB substrate; inhibition, % at 5.59 µM; AID 434962, 2010; FAbetaB cleavage; 320,000 compounds, 0.41% hits; Insulin-degrading enzyme (Homo sapiens), P14735;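 active = percent inhibition above the average of all tested compounds plus 3 SD, set per screening campaign, cut at about 16% in these data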;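 note: IDE supplied by intact live HEK cells; FP after avidin binding of uncleaved biotin substrate so inhibition keeps polarization high; 0% = DMSO wells and 100% = 60 µM reference IDE inhibitor Ii1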
Target sequence (P14735 whole entry, looked up): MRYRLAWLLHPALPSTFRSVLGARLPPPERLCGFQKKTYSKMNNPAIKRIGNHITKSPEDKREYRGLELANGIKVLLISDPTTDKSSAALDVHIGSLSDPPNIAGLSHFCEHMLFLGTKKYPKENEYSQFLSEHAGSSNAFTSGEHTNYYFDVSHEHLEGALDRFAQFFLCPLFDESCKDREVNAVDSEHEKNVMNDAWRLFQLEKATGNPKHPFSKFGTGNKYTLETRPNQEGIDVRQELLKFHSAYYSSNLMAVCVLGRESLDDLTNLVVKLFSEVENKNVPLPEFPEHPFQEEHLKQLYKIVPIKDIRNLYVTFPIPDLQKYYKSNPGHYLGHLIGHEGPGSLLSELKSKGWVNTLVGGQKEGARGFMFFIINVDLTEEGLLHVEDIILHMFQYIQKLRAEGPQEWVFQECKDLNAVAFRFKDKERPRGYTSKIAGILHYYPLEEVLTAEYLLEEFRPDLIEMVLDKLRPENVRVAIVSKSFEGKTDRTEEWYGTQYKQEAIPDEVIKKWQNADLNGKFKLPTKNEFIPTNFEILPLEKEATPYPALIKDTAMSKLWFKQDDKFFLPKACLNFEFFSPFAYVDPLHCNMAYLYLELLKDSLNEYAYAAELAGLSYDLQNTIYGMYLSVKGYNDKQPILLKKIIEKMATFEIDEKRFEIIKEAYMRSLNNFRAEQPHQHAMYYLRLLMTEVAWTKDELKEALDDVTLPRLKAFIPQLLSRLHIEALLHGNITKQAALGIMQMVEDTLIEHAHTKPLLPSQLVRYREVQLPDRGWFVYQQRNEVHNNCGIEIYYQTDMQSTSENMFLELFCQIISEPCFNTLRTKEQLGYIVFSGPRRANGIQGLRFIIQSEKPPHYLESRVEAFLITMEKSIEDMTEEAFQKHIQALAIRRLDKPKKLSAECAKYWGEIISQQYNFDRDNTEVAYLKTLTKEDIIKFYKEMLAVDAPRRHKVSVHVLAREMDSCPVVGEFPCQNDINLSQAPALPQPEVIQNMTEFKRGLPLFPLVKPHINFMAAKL
M4 antag = human M4 muscarinic receptor antagonists, primary screen, CHO cells, Fluo-8 calcium fluorescence. Muscarinic acetylcholine receptor M4 (Homo sapiens), P08173. CHO-hM4 cells, ACh EC80. inhibition, % at 3 µM. 360,000 compounds, 0.73% hits. AID 624125, 2012;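 active = inhibition above its plate's cutoff, the mean inhibition of sample wells plus 3 SD, cut at about 27% in these data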;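 note: 0% = acetylcholine EC80 with DMSO and 100% = DMSO without agonist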
CHRM4 PAM = human M4 muscarinic receptor positive allosteric modulators, primary screen, CHO-K1 cells, Fluo-8 calcium fluorescence; Muscarinic acetylcholine receptor M4 (Homo sapiens), P08173; CHO-K1 hM4/Gqi5, ACh EC20; 0% = ACh EC20, 100% = maximal ACh; activation, % at 3 µM; 360,000 compounds, 0.4% hits; AID 624126, 2012;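 active = activation above its plate's cutoff, the mean activation of sample wells plus 3 SD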; note: some results filed as inactive read as strong as hits
CRFBP-R2 block = antagonists of CRF-BP/CRF-R2 complex, primary screen, cell-based, HEK293, calcium dye fluorescence, uHTS; CRF-induced calcium fluorescence; inhibition, % at 11.8 µM; 350,000 compounds, 0.59% hits;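 active = inhibition of the ligand-induced calcium signal above about 50% at the single tested concentration, limit read from the data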
CHRM4 agonist = human M4 muscarinic receptor agonists, primary screen, CHO-K1 cells, Fluo-8 calcium fluorescence; Muscarinic acetylcholine receptor M4 (Homo sapiens), P08173; CHO-K1 hM4/Gqi5; vehicle 0%, full acetylcholine response 100%; activation, % at 3 µM; 360,000 compounds, 0.14% hits; AID 624127, 2012;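 active = activation above the run mean over all test wells plus 3 SD, cut at about 32% in these data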;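 note: peak over basal fluorescence ratio per well then scaled between controls; 0% = DMSO wells and 100% = acetylcholine at EC100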
An asterisk follows results filed as active; x = not tested or not shown.

SMILES	CHRM5 PAM	M5 ag	CRFBP-R2 agonist	M5 antag	IDE inh	M4 antag	CHRM4 PAM	CRFBP-R2 block	CHRM4 agonist
O=C(NCc1ccncc1)C(=O)NCC(c1ccco1)N1CCN(c2ccc(F)cc2)CC1 (stereo unspecified)	2	1	-1.4	2	-2	-2	6	-20	3
Cc1cc(Oc2ccccc2F)nc(NCc2ccccc2)n1	-11	-6	-2.4	13	x	-4	2	8	1
C=CCOc1ccc(-c2nc3c(c(=O)[nH]c(=O)n3Cc3ccccc3)n2CCCOC)cc1	4	-2	-1.0	-8	6	2	0	12	1
NC(=O)c1ccc(=O)n(Cc2ccc(Cl)cc2Cl)c1	-3	-2	0.4	5	-5	4	8	8	1
O=C(N/N=C/c1ccc(OC(=O)c2cccs2)cc1)c1ccc(F)cc1	-7	3	0.2	8	0	17	-5	-2	0
O=C(Oc1ccc(Cl)c2cccnc12)N1CCCCC1	5	0	1.3	-3	2	12	-1	1	0
O=c1cc(-c2ccc(Cl)c(Cl)c2)[nH][nH]1	-1	4	-0.8	-5	3	8	14	-7	0
C=CCN(Cc1ccco1)S(=O)(=O)c1ccc(Cl)cc1	-3	-4	0.6	16	1	8	-3	-11	1
Cn1nnc(NC(=O)CSc2ncn[nH]2)n1	5	-7	-0.1	-3	-5	-7	11	3	1
COc1cc(NC(=O)CCc2nnc3ccc(N4CCN(C)CC4)nn23)cc(OC)c1	-2	-6	-0.8	7	6	9	-8	3	2
CCCCNc1c(-c2ccc(-c3ccc(C(C)=O)cc3)c(OC)c2)nc2cc(C)ccn12	-36	-10	-0.9	17	0	25	-13	0	7
Cc1cccc(OCCC(=O)N(C)CC(=O)Nc2cccc3ccccc23)c1	-5	-3	-0.8	1	-1	-7	-1	-7	3
CC(=O)NC(Cc1ccc(F)cc1)C(=O)NC1CCN(C(=O)Nc2ccccc2C)CC1 (stereo unspecified)	-2	-4	-0.3	-11	7	-13	4	11	1
CC1=C(C)CS(=O)N(c2ccc(S(N)(=O)=O)cc2)C1 (stereo unspecified)	8	8	14	-1	2	8	-4	1	3
O=C(CNC(=O)Cc1ccccc1)NCC(=O)OCC(=O)c1ccccc1Cl	-2	0	-0.5	-3	3	-16	2	5	0
O=C(NCCCN1CCOCC1)c1cccc(S(=O)(=O)Nc2cc(Cl)ccc2Cl)c1	-3	-4	2.8	-3	-2	-5	-2	-6	1
Cc1cccc(CC2(O)C(=O)Nc3ccccc32)n1 (stereo unspecified)	6	2	-0.6	-3	x	-20	14	26	1
Cc1ccc(Cl)c(OCC(=O)NCc2ccco2)c1	0	-2	1.8	4	5	1	-1	19	0
Cc1ccc(-n2cc(-c3ccccc3)c3c(N4CCN(C)CC4)ncnc32)cc1	-1	-7	1.2	7	4	-3	-6	-1	8
COc1ccc(C(=O)NC(=O)COC(=O)c2ccc(C)o2)cc1	-4	-4	-0.2	3	-4	-11	12	4	2
Cc1ccccc1OCC(O)CN1CCC(C)CC1 (stereo unspecified)	-1	-4	-3.3	3	2	-6	-1	-3	0
CN(C)c1nc(N)c(C#N)c(C#N)c1C#N	6	2	0.2	6	x	-7	5	-26	2
CC(=O)Nc1cc(C(=O)NCCN2CCN(Cc3ccccc3)CC2)ccc1Sc1ccc(C)cc1	-4	-8	-1.4	12	-1	4	0	-1	1
CCc1sc(N)nc1-c1ccccc1	-5	-2	-1.1	3	1	-5	13	-1	-1
CN(C)c1ccc(P(=O)(OCc2ccccc2)C(O)c2ccccc2F)cc1 (stereo unspecified)	12	-3	-6.0	2	6	3	8	21	3
CCOc1cc(/C=C(/C#N)C(=O)Nc2ccc(O)cc2)cc(Br)c1O	0	7	96*	9	38*	3	1	-81	2
Cc1ccnc2nc(C(=O)OCC(=O)NCCc3ccc(Cl)cc3)nn12	0	1	-0.8	-4	3	8	-1	4	0
COc1ccc(OC)c(NC(=O)c2ccc3c(=O)n(CCc4ccccc4)c(=S)[nH]c3c2)c1	1	-2	-0.2	-1	-2	-3	-5	-4	0
O=C(NCN1CCN(CCO)CC1)c1cnccn1	5	3	0.1	-6	2	-1	5	13	x
CC(C)OC(=O)C[N+](C)(C)CCN1C(=O)C2C(c3ccccc3)C=CC(c3ccccc3)C2C1=O (stereo unspecified)	-1	-10	-1.1	-9	1	-1	8	18	1
Cn1c(SCC(=O)NCc2ccc3c(c2)OCO3)nnc1-c1c[nH]c2ccccc12	1	1	-4.6	7	2	-7	11	6	0
COc1cc(NC(=O)C2=C(C)OCCS2)c(Cl)cc1C(=O)NCCN1CCN(C)CC1	6	-3	0.2	-1	4	6	-3	15	0
Cc1onc(-c2ccccc2)c1NC(=O)Nc1c(-c2ccccc2)noc1C	-9	-1	-1.0	0	1	-8	2	11	2
Cc1ccc(S(=O)(=O)NCC(=O)OC(C)C(=O)c2ccccc2)cc1 (stereo unspecified)	2	-2	0.5	-6	2	-1	4	1	0
O=C(CN1C(=O)/C(=C/c2ccccc2)SC1=S)Nc1ncc(Cc2ccccc2)s1	7	-3	-0.7	-7	1	6	0	25	2
CN(C)C(=O)c1ccc(NC(=O)COC(=O)c2cc3c(s2)CCCCC3)cc1	0	9	-0.8	2	0	0	2	1	6
CC(=O)CSc1ncnc2nc[nH]c12	-4	-2	0.0	2	-2	-6	-3	0	0
COCCn1c(SCC(=O)N2CCCC2)nc2c(c1=O)SCC2	3	0	-0.2	-3	x	-4	7	-7	-1
O=C(CCCN1C(=O)c2ccccc2C1=O)Nc1ccc2c(c1)OCCO2	-3	-1	-2.4	1	6	-4	6	10	2
CN(Cc1cn(Cc2ccccc2)nc1-c1ccc2c(c1)OCO2)Cc1nccn1C	8	-12	-1.0	-3	-4	-6	-5	-3	3
NC(=O)CC(NC(=O)c1cccc(Br)c1)c1ccc(NC2CCCCCCC2)c([N+](=O)[O-])c1 (stereo unspecified)	-2	2	-1.0	5	-2	1	3	-6	0
Cc1ccc(S(=O)(=O)N2CCN(S(=O)(=O)N(C)C)CC2)cc1	5	1	-1.6	-2	-3	3	2	13	1
CC(C)NC(=O)C(=O)c1cn(C)c2ccccc12	4	-3	2.7	0	-7	-1	0	-11	1
CC1CN(Cc2ccccn2)CCC1=O (stereo unspecified)	0	-1	-0.6	5	-6	6	1	12	1
COc1ccc(/C=C2\CCC(C3CCCC3)C2=O)cc1Cn1nc(C)cc1C (stereo unspecified)	-9	0	-1.4	17	0	6	1	-30	0
CC(C)N1C(=O)S/C(=C/c2ccc(Sc3nc4ccccc4[nH]3)o2)C1=O	-12	2	-1.0	7	4	2	-9	-21	6
COc1ccc(Cl)cc1-n1c(C)ccc1C	0	-3	0.8	6	5	6	3	3	0
COc1ccc(C(=O)N[C@H]2CCCCNC2=O)cc1OC1CCN(C(C)C)CC1	2	-4	-0.6	-10	5	1	5	-7	1
N#Cc1ccc(CSc2nnc(NC(=O)CCc3nc4ccccc4c(=O)[nH]3)s2)cc1	8	1	-1.6	-4	1	2	-4	10	0
O=C(NNC(=O)c1ccc([N+](=O)[O-])o1)c1ccccc1	-7	-4	-0.9	15	4	5	0	12	1
NC(=O)c1c(NC(=O)CSc2nc(N)cc(=O)[nH]2)sc2c1CCCC2	0	-1	-0.1	5	2	-1	0	3	-1
CC(=O)Oc1ccc(C(=O)Nc2cccnc2)cc1	3	2	1.9	5	-1	2	-3	14	0
COc1ccc(OC)c(-c2cc(C(=O)Nc3ccc(F)cc3F)no2)c1	-8	-4	0.1	6	-3	12	-8	-4	2
O=C(CN1C(=O)C2C3C=CC(C3)C2C1=O)NCCC1=CCCCC1 (stereo unspecified)	2	3	-2.6	-3	-4	1	12	11	1
CC(=O)Nc1ccc(Oc2ccc([N+](=O)[O-])cc2Cl)cc1	-11	-3	4.5	19	9	-2	7	27	6
N=C1C(c2nc3ccccc3[nH]2)=C(O)CN1c1ccccc1	1	0	-2.4	7	-2	4	-5	-21	2
CN(Cc1ccco1)C(=O)CSc1nc(C2CC2)n(-c2ccccc2)n1	6	-3	-0.2	-2	x	-3	11	-7	1
COc1ccc(SC[C@H](Cc2ccccc2)N2CC[C@@H](C(C)(C)C)CCC2=O)cc1	-4	-3	0.1	6	2	-5	8	3	6
CN(CC(=O)Nc1cccc2ccccc12)C(=O)c1ccc(NC(=O)CC#N)cc1	-11	-1	-2.0	17	5	5	2	2	0
O=C(O)CCCn1cc(NC(=O)COc2ccc(F)cc2)cn1	-3	-3	-1.2	16	-1	-2	-3	2	2
Going on with the list:
SMILES	CHRM5 PAM	M5 ag	CRFBP-R2 agonist	M5 antag	IDE inh	M4 antag	CHRM4 PAM	CRFBP-R2 block	CHRM4 agonist
Cn1c(N2CCN(c3ccccn3)CC2)nc2c1c(=O)n(Cc1ccc(Cl)cc1)c(=O)n2C	1	-1	0.0	-12	3	3	4	1	0
CCCn1c(Nc2ccccc2)nc2ccccc21	7	-7	0.2	-5	5	0	-7	-1	1
CCn1cc(C(=O)NCCCN(C)c2ccccc2)c(=O)c2cc(S(=O)(=O)N(C)C)ccc21	-7	-1	-1.4	1	0	-14	-8	4	4
CCOC(=O)c1ccc(NC(=O)N2CCc3ccccc3C2)cc1	-4	-4	-1.1	11	1	0	-3	-8	9
O=C1Nc2ccc(Br)cc2/C1=C/C(=O)c1ccccc1	-3	20	15	14	x	26	-7	-40	4
CCOc1ccc(OCCCCN(C)C)cc1	5	1	2.6	-10	5	4	-1	-8	1
O=c1oc(-c2ccccc2)nc2c1cnn2-c1ccccc1	3	4	-1.4	1	-1	8	4	-6	1
COc1ccc(C(=O)OCC(=O)NC(=O)Nc2ccccc2F)c(OC)c1	-8	1	0.7	14	6	9	21*	1	0
COC(=O)c1cccc(COC(=O)c2ccc(N(C)C)cc2)c1	-9	-3	0.0	2	0	-8	-6	-4	2
Cc1ccc(C2CC(c3ccc(Cl)cc3)n3nc(N)nc3N2)cc1 (stereo unspecified)	0	5	16	-3	4	-2	-4	-36	3
Clc1ccccc1-c1nnc(-c2ccccc2Cl)o1	-3	-4	1.1	-2	2	-4	-1	-5	0
CCCNC(=O)COc1coc(CN2CCN(c3ccccc3OC)CC2)cc1=O	-3	0	-0.6	4	-7	0	-5	1	1
CSc1nc(Cl)cc(Nc2ccc(O)cc2)n1	9	0	-0.6	6	0	3	-2	25	0
CCNC(=S)Nc1ccc(Cc2nc3ccccc3[nH]2)cc1	-7	0	1.0	12	9	-6	11	-5	1
